# EphA4 KYL inhibition – EphA4 ligand-binding antagonists – biochemical, colorimetric, mouse EphA4, primary screen (AID 689) | EphA4-AP binding to KYL peptide, pNPP A405; higher % means a stronger effect | one-dose inhibition, % at 10 µM; IC50 in µM for titrated hits | 62,000 tested, 0.1% active; in the data active = a potency from the dose series; inactive = the rest, 99 in 100 with inhibition below about 22%
# Starred values were filed as active, the others as inactive.
canonical_smiles,EphA4 KYL inhibition
CCc1ccc(-c2nc3cc(NC(=S)NC(=O)c4ccco4)ccc3o2)cc1,-4.6%
CCc1nnc(NC(=O)CCC(=O)NCc2ccccc2OC)s1,-13.9%
Cc1ccc(N2C(=O)SC(N(CC(=O)O)c3cccc(C)c3)C2=O)cc1 (stereo not given),-12.5%
CCN1C(=O)C(O)(CC(=O)c2ccc3c(c2)OCCO3)c2ccccc21 (stereo not given),5.9%
Cc1nnc(SCSc2nnc(C)s2)s1,-11.8%
CC(=O)NNC(=O)C(O)(c1ccccc1)c1ccccc1,31.0%
c1ccc(-n2ncc3c2ncn2nnnc32)cc1,-21.1%
Cc1ccccc1NC1=C(Cl)C(=O)N(c2cccc(Cl)c2Cl)C1=O,-0.5%
CCCC(=O)NC(Nc1cccc(C(F)(F)F)c1)C(Cl)(Cl)Cl (stereo not given),-23.5%
Cc1cccc(N2C(=O)C3C4C=CC(C4)C3C2=O)c1 (stereo not given),1.2%
O=C(CCCC(=O)OCC(F)(F)C(F)F)Nc1ccc(F)cc1F,-8.5%
Cc1nnc(NC(=O)CC(CN(C)S(=O)(=O)c2ccccc2)c2ccccc2)s1 (stereo not given),0.0%
COc1ccc(CC2CCOC2=O)cc1 (stereo not given),-9.6%
COc1cccc(OC)c1C(=O)Nn1c(C2CCC2)nc2ccccc2c1=O,9.2%
CC(=O)Nc1sc2c(c1CN1CCN(c3ccc(F)cc3)CC1)CCCC2,-4.3%
CCOC(=O)C1CCN(c2nc3ccccc3nc2C(C#N)C(=O)OC(C)C)CC1 (stereo not given),-5.0%
CCn1c(/C=C/c2ccccc2)nc2ccccc21,-9.8%
CC1CN(S(=O)(=O)Cc2ccccc2)CC(C)O1 (stereo not given),-2.4%
O=C(CCC(=O)N(CC(=O)NC1CCCC1)C1CCCC1)Nc1ccccn1,-6.0%
Cc1noc(C)c1CSCC(=O)NC1=NCCS1,2.0%
COc1cc(CNc2ccccc2SC)ccc1O,5.1%
CC(NC(=O)c1cnc2n(c1=O)CCS2)c1ccccc1 (stereo not given),-3.6%
O=C(Nc1ccc(F)cc1F)c1cc(-c2ccco2)on1,-18.5%
Cc1sc(NC(=O)c2sc3nc4c(C)cccc4cc3c2N)c(C#N)c1C,-0.2%
CCc1nc(SCC(=O)Nc2ccc3c(c2)OCCO3)c2oc3ccccc3c2n1,-9.3%

# A draw from above in order of heavy-atom count, highest first:
canonical_smiles,EphA4 KYL inhibition
O=C(CCC(=O)N(CC(=O)NC1CCCC1)C1CCCC1)Nc1ccccn1,-6.0%
Cc1sc(NC(=O)c2sc3nc4c(C)cccc4cc3c2N)c(C#N)c1C,-0.2%
Cc1ccccc1NC1=C(Cl)C(=O)N(c2cccc(Cl)c2Cl)C1=O,-0.5%
CC(=O)NNC(=O)C(O)(c1ccccc1)c1ccccc1,31.0%
CCn1c(/C=C/c2ccccc2)nc2ccccc21,-9.8%
COc1ccc(CC2CCOC2=O)cc1 (stereo not given),-9.6%

# Other results follow:
canonical_smiles,EphA4 KYL inhibition
Cc1noc(C)c1COC(=O)c1cc(=O)[nH]c2ccccc12,-8.1%
COC(=O)c1ccc(CSc2nc3ccccc3c(=O)n2-c2cccc(OC)c2)o1,10.0%
Cc1nc(N)sc1-c1csc(NCc2ccccc2)n1,3.8%
CC(=O)c1ccc(OCC(O)CN2CCN(c3ccccn3)CC2)cc1 (stereo not given),2.8%
COc1ccc(NC(=O)CSc2nnc(CNC(=O)COc3ccc(Cl)cc3)o2)c(OC)c1,-2.9%
O=C(CSc1nc2ccc([N+](=O)[O-])cc2[nH]1)Nc1ccc2c(c1)OCO2,16.1%
COc1ccc(N2C(=O)/C(=C\c3cccc(C(F)(F)F)c3)SC2=S)cc1,3.4%
O=C(CSCC(=O)Nc1ccccc1)N/N=C/c1c(O)ccc2ccccc12,-10.1%
O=C(CCCc1c[nH]c2ccccc12)N1CCN(c2ccc(N3CCOCC3)nn2)CC1,-2.2%
Cc1csc(NC(=O)CCC(=O)N(CC(=O)NC2CCCC2)Cc2ccco2)n1,-1.6%
O=C(O)COc1ccc2nsnc2c1Cl,-6.3%
CCOC(=O)CCP(=O)(O)C(O)(c1ccccc1)c1ccccc1,-16.7%
CCN(CC)CCOC(=O)C1c2ccccc2Oc2ccccc21,-0.1%
COc1ccc(-c2nn(-c3ccccc3)cc2C(=O)NCCCn2ccnc2)cc1,5.0%
O=C(Cc1cccs1)Nc1nnc(SCC(=O)NC2CCCCC2)s1,13.1%
CCOC(=O)CN(c1ccccn1)S(=O)(=O)c1ccccc1,-17.9%
O=C(COC(=O)c1cc[n+]([O-])cc1)Nc1ccc2c(c1)OCCO2,-17.9%
CCOc1ccc(N=Cc2c(O)n(-c3cccc(C)n3)c(=O)c3ccccc23)cc1,-5.6%
O=C1C(=O)N(c2cccc(Cl)c2)C(c2ccc([N+](=O)[O-])cc2)/C1=C(\O)c1ccccc1 (stereo not given),-1.4%
Cc1cccc(NC(=O)C2C(C(=O)O)C3C=CC2C32CC2)c1C (stereo not given),3.9%
O=C(Nc1ccc(C(=O)N2CCCCC2)cc1)c1ccc(Br)cc1,-32.3%
CCCCc1ccc(NS(=O)(=O)N(C)C)cc1,-8.4%
COc1cccc(N2CCN(C(=O)Nc3ccc4c(c3)NC(=O)CO4)CC2)c1,-10.5%
COc1ccccc1NC(=O)CSc1nnc(-c2ccco2)n1Cc1ccco1,-25.5%
COc1ccc(C(=O)CN(C(=O)c2ccc(Cl)cc2)N2C(=O)C3CCCCC3C2=O)cc1 (stereo not given),8.6%
N=c1c2c3c(sc2nc2n1CCCCC2)CCCCC3,0.5%
C=CCc1cccc(C2Nc3ccccc3C(=O)N2O)c1O (stereo not given),-4.5%
Cc1ccc(OCC(=O)c2ccc3c(c2)CCCC3)cc1C,-10.1%
O=C(Nc1cc(C(F)(F)F)ccc1N1CCOCC1)c1ccccc1F,-11.8%
CC(CNC(=O)c1ccc(-c2ccccc2)cc1)CN(C)C (stereo not given),-10.5%
Cc1ccc2nc(-c3cc(N)cc(N)c3)oc2c1,-15.4%
O=C(Cc1ccccc1)NCCc1cn2ccsc2n1,-2.4%
O=c1cc(N2CCc3ccccc32)[nH]c(=O)n1Cc1ccc(F)cc1,-4.5%
CCc1c(C)sc(NC(=O)c2cc(-c3ccc(OC)c(OC)c3)on2)c1C#N,10.0%
Cn1c(C(=O)N2CCCC(C(=O)NCc3ccc4c(c3)OCO4)C2)cc2sccc21 (stereo not given),-11.6%
COc1ccc(-c2nnc(SCc3ncc(-c4ccccc4)o3)o2)cc1,-13.9%
CCCC(=O)Nc1ccc(Cl)c(NC(=O)CC)c1,7.0%
CNC(=S)N1N=C(c2ccccc2)CC1c1ccc(Br)cc1 (stereo not given),-19.2%
O=C(Nc1ccc(-c2cn3ccccc3n2)cc1)c1ccc(Cl)cc1,0.8%
O=C1c2cccc3cccc(c23)C(=O)N1CC1CCN(S(=O)(=O)c2cccc3cccnc23)CC1,-3.6%
O=C1C=C(NCc2ccccc2)C2(CCCCC2)O1,-13.8%
Cc1ccccc1NC(=O)C(=O)NCCO,-3.3%
COc1cc(/C=c2\sc3nc(-c4ccncc4)nn3c2=O)ccc1OC(C)=O,-16.5%
O=C(NCc1ccco1)c1cc2ccccc2o1,-14.6%
CCOc1ccc(NC(=S)NCc2ccco2)cc1,-5.7%
COC(=O)C(CCSC)NC(=O)CNS(=O)(=O)c1ccc(Cl)cc1 (stereo not given),9.9%
COc1ccccc1C(=O)N/C(N)=N/c1nc2ccccc2o1,-14.3%
CCCC(=O)c1cc2ccccc2oc1=O,0.3%
COC(=O)c1ccccc1NC(=O)COc1ccc(C)cc1,0.1%
N#Cc1c(NCCCO)nc(NCc2ccccc2)c2c1CCN(Cc1ccccc1)C2,2.2%

# More results follow.
canonical_smiles,EphA4 KYL inhibition
Cc1c(NC(=O)c2cc(-c3cccs3)on2)c(=O)n(-c2ccccc2)n1C,14.7%
CCn1c(=O)cc(O)c2ccccc21,4.2%
CCOc1ccc(C(=S)NC2CCCCC2)cc1,-6.0%
CN(C(=O)CSc1nnc(-c2ccncc2)n1C)C1CCS(=O)(=O)C1 (stereo not given),3.0%
NS(=O)(=O)c1ccc(NC(=O)CSc2ccc3ccccc3n2)cc1,-12.7%
O=C(CNC(=O)c1ccco1)NCC(=O)OCc1cccc(Cl)c1,-3.5%
CCOC(=O)N1CCN(C(=O)CSc2nnc(-c3ccc(C)c(C)c3)o2)CC1,-6.2%
CCCCCn1c(=O)[nH]c2cc(C(=O)NCCCN(CC)CC)ccc2c1=O,-10.3%
O=C(COC(=O)CCN1C(=O)c2ccccc2C1=O)Nc1ccc(S(=O)(=O)N2CCCC2)cc1,10.0%
COc1ccc(-c2c(NC(C)=O)n(C)c3ccccc3c2=O)cc1,-7.3%
Cc1cccc2cc(COC(=O)COc3ccccc3)c(=O)[nH]c12,-3.2%
CCNC(=O)NC(=O)C(C)Sc1nc2cc(C(=O)OC)ccc2c(=O)n1-c1ccccc1 (stereo not given),-1.3%
CC(=O)NC(CC(=O)NCC(c1ccco1)N(C)C)c1ccccc1 (stereo not given),-12.2%
CCOC(=O)CSC1=C(C#N)C(c2ccc(C)s2)CC(=O)N1 (stereo not given),7.1%
COc1cc(C(=S)N2CCOCC2)cc(OC)c1OC(=O)c1cc([N+](=O)[O-])cc([N+](=O)[O-])c1,-4.5%
Cc1ccnc2nc(C(=O)OCCOc3cccc(Br)c3)nn12,-8.5%
Cc1nnsc1NC(=O)OCCCl,-1.7%
Cc1ccc(/C=C2\OC(=O)c3ccccc32)cc1,-16.2%
Cc1ccc(S(=O)(=O)n2cc(/C=C3\SC(N)=NC3=O)c3ccccc32)cc1,-8.3%
COc1cccc(C2CC(c3ccc(Cl)cc3)n3nc(N)nc3N2)c1 (stereo not given),-5.9%
CCc1nnc(NC(=O)CSc2nnc(CSc3nc(C)cc(C)n3)n2C)s1,-8.9%
Cc1cc(NS(=O)(=O)c2ccc(-c3ccccc3)cc2)no1,-11.8%
O=C1C(Cc2ccc(O)cc2)NC(=S)N1c1ccccc1 (stereo not given),-11.9%
COc1ccc(CC(=O)N2CCCC(C)C2)cc1 (stereo not given),4.9%
O=C(CSc1ccc(Cl)cc1)N1CCN(c2ccc(Cl)cc2[N+](=O)[O-])CC1,-7.5%
Cc1ccc(NC(=O)C2CCN(S(=O)(=O)c3cccc4cccnc34)CC2)nc1,-2.4%
CC(C(=O)NCc1cccs1)N1C(=O)c2ccccc2C1=O (stereo not given),-9.5%
CCN(CC)CC#CCC1(O)c2ccccc2-c2ccccc21,-12.4%
O=C(C1CCCN1S(=O)(=O)c1cccc2cccnc12)N1CCN(c2ccccc2)CC1 (stereo not given),-0.9%
COc1ccc(N2CC(C(=O)OCC(=O)c3ccccc3)CC2=O)cc1 (stereo not given),-12.2%
CCOC(=O)c1nc2ccccc2s1,-11.8%
COc1ccc(-c2nn(-c3ccccc3)c(N)c2-c2ccccc2)cc1OC,7.4%
COc1ccc(C(=O)Nc2ccc(S(=O)(=O)N3CCCC3)cc2)cc1,-9.3%
CCn1ccc2cc(OC)ccc2c1=S,30.2%
Clc1ccccc1C1SCC2Nc3ccccc3CN21 (stereo not given),-10.0%
Nc1ccc(Nc2ccncc2[N+](=O)[O-])cc1,6.8%
COc1ccc(CC(CC(=O)O)C(=O)Nc2ccc(OC)cc2)cc1 (stereo not given),-9.7%
C=CCNC(=S)NC(=O)/C=C/c1ccco1,-2.3%
Cc1nc(N)sc1-c1nnc(SCC(=O)Nc2ccccc2C(F)(F)F)n1C,-3.7%
COc1cccc(-n2nnnc2SCC(=O)Nc2cccc(C)n2)c1,-7.6%
O=C(c1cccn2c(=O)c3ccc(Cl)cc3nc12)N1CCN(Cc2ccc3c(c2)OCO3)CC1,-5.8%
CCOC(=O)/C=C/C(=O)OCC(=O)Nc1ccc(Cl)cn1,-16.6%
CC(/C=C/c1ccco1)=N\NC(=O)c1cccnc1,-4.7%
CCN(CC)CCNC(=O)c1c(C)n(-c2ccccc2)c2cc(Br)c(OC)cc12,2.4%
CCC(C(=O)Nc1cc(C)nn1-c1nc(C)cc(C)n1)c1ccccc1 (stereo not given),27.7%
COc1ccc(C(C(=O)NC2CCCC2)N(C(=O)c2snc(-c3ccc(F)cc3)c2N)c2ccccc2)cc1 (stereo not given),-16.5%
Cc1cccc(C2CC(c3ccccc3)Nc3ncnn32)c1 (stereo not given),0.3%
CC(=O)C1C(c2cccc(Oc3ccccc3)c2)NC(=O)NC1(O)C(F)(F)F (stereo not given),-3.5%
O=C(Cn1nnc(-c2ccccc2NC(=O)C2CC2)n1)NC1CCCCC1,-4.7%
Cc1cccc(NC(=O)C23CCC(C)(C2Br)C3(C)C)c1 (stereo not given),-5.6%

# (cont.)
canonical_smiles,EphA4 KYL inhibition
Cc1nc(C(C)(C)O)n(-c2ccccc2)n1,-2.8%
Cc1cc(OCC(=O)Nc2c(C)cc(Br)cc2C)ccc1Cl,-3.5%
CCOC(=O)C1C(=O)NC(SCC(N)=O)=C(C#N)C1c1ccccc1OCC (stereo not given),7.0%
CCCCC(=O)Nc1cc(C)c2c(=O)oc3ccccc3c2n1,-1.0%
CCOc1ccccc1NC(=O)c1cccc2c1C(=O)N(CCOC)C2,-8.9%
COC(=O)C(NC(=O)c1ccccc1)(Nc1nc(C)cs1)C(F)(F)F (stereo not given),-6.5%
Cc1nnc(NC(=O)c2ccc(Oc3ccccc3)cc2)s1,1.6%
O=C(CC(C(=O)O)C1CCCO1)NCCc1ccc2c(c1)OCO2 (stereo not given),4.9%
CCCOC(=O)/C(C)=N\NC(=O)c1ccco1,-49.7%
COc1ccc(C2=NCN(c3ccc(C)cc3)C(=S)N2)cc1,-3.9%
COc1ccc(CNC(=O)NC2CCCCC2)cc1,-4.7%

# Bioassay records as filed in PubChem.

# Some of the compounds tested; count on the stated rates, not on these rows.
